D1 PAM – Potentiators of Human D1 Dopamine Receptor: qHTS | D(1A) dopamine receptor (Homo sapiens), P21728 | HEK293 TREx D1 cells, calcium flux, dopamine EC20 potentiation | potentiation, % at 10 µM | 360,000 compounds, 0.036% hits; in the data active = potentiation above about 30%; also: 0% is about no effect
Target sequence (P21728 whole entry, looked up): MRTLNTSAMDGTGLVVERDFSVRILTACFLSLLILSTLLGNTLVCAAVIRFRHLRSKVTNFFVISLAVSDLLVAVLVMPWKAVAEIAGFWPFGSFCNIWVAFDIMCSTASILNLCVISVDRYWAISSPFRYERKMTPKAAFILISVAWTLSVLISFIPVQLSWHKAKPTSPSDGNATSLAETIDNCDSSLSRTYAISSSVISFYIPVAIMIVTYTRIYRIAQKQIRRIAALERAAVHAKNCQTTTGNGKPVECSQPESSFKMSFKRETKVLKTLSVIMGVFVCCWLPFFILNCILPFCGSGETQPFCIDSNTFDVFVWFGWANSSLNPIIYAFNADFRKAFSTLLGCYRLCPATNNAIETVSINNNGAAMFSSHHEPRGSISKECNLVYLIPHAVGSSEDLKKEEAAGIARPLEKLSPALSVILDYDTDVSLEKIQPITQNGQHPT
Glioma ERSR ind – qHTS for Inducers of the Endoplasmic Reticulum Stress Response (ERSR) in Human Glioma: qHTS; U87-MG GRP78 promoter luciferase reporter, 16 h; Potency, µM, without a hit: at the top dose activation, usual class: activators; 420,000 compounds, 0.02% hits; also: potency is read from the fitted curve at half-maximal effect; series mostly up to about 76 µM; % of control where 0% means no effect; nearly all actives have a fitted effect of over 35% in size
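ERSR induction read as luciferase luminescence (Bright-Glo, 10 min at room temperature) in stably transfected human U87-MG glioma cells exposed to compounds for 16 h, using GRP78 as sensor.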
Vif-A3G inh – qHTS for Inhibitors of Vif-A3G Interactions: qHTS; DNA dC->dU-editing enzyme APOBEC-3G (Homo sapiens), Q9HC16; Potency, µM (highest dose often 46.1 µM), inactives show at the top dose activity, negative = active, hits mostly inhibitors; 410,000 compounds, 0.076% hits; HeLa A3G-eYFP + Vif (tagged APOBEC3G with the HIV-1 protein that degrades it), YFP fluorescence, overnight;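 also: potency is read from the fitted curve at half-maximal effect; % is scaled to controls: 0 for no effect and ±100 for the full control effect; nearly all actives have a fitted effect of over 60% in size; hits raise eYFP signal because A3G escapes Vif-driven loss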
Target sequence (Q9HC16 whole entry, looked up): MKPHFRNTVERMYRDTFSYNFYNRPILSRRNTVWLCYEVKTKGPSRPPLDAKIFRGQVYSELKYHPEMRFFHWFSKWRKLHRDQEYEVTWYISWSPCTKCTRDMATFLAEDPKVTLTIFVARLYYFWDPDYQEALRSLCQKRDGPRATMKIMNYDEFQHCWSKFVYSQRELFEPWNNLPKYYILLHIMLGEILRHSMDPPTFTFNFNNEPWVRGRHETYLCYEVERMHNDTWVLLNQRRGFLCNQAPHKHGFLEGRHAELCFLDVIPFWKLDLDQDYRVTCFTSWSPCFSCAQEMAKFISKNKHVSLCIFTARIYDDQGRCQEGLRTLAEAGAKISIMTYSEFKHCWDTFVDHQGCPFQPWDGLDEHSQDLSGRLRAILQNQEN
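Read-out is eYFP fluorescence (Ex 488/Em 500-530) from Vif-expressing HeLa A3G-eYFP cells; more signal means A3G escaped Vif-mediated degradation. Cells plated overnight, compound pinned in, incubated overnight at 37 deg C.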
D1 antag – Antagonist of Human D 1 Dopamine Receptor: qHTS | D(1A) dopamine receptor (Homo sapiens), P21728 | HEK293 TREx D1 cells, calcium flux, dopamine EC80; hits give low values | 360,000 compounds, 3.2% hits | activity change, negative = inhibition, % at 10 µM; in the data active = activity change below about -30%; also: % is scaled to controls: 0 for no effect and ±100 for the full control effect
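Antagonism measured as reduced calcium response to an EC80 dopamine addition following 180 s compound pre-read; cells were inducible HEK293 Trex D1 plated overnight at 30 C, read kinetically at 1 cycle/sec.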
RXFP1 agonist – qHTS Assay for Agonists of the Relaxin Receptor RXFP1 | Relaxin receptor 1 (Homo sapiens), Q9HBX9 | HEK293T-RXFP1 cAMP TR-FRET, 30 min; response scale: percent of porcine relaxin response, buffer zero | Potency, µM (top dose mostly 57.5 µM), for the others: at the highest dose activation, hits mostly activators | 370,000 compounds, 0.3% hits; also: potency is read from the fitted curve at half-maximal effect; % is scaled to controls: 0 for no effect and ±100 for the full control effect; nearly all actives have a fitted effect of over 60% in size; many of its hits are not listed in these tables
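Agonist response is measured as cAMP accumulation in an RXFP1-transfected HEK293T line under PDE4 inhibition. Values are scaled between buffer-only and 29 nM porcine relaxin, and EC50s come from standard Hill equation fits.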
Vif-A3F inh – qHTS for Inhibitors of Vif-A3F Interactions: qHTS. HeLa A3F-eYFP + Vif (tagged APOBEC3F with the HIV-1 protein that degrades it), YFP fluorescence increase. Potency, µM (titrated, usually from 46.1 µM), inactives show at the top dose activity, negative = active. 390,000 compounds, 0.2% hits; also: potency is read from the fitted curve at half-maximal effect; % of control where 0% means no effect; nearly all actives have a fitted effect of over 65% in size
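HeLa cells stably expressing A3F-eYFP plus Vif, plated and incubated overnight at 37 deg C, then exposed to compounds overnight at 37 deg C. Blocked degradation read as raised yellow fluorescence (Ex 488/Em 500-530).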
LDHA block – qHTS assay for inhibitors of human lactate dehydrogenase. L-lactate dehydrogenase A chain (Homo sapiens), P00338. purified LDHA, NADH/diaphorase-resazurin fluorescence; hits give low values. activity change, % (values are at about 110 or 230 µM). 480,000 compounds, 0.15% hits; in the data active = activity change below about -30%; inconclusive = mostly about -25% to -30%;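 also: plate controls were DMSO wells for no effect and wells without enzyme for full effect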
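Enzyme activity of human lactate dehydrogenase 5 (2 nM; 0.06 mM NADH, 0.2 mM pyruvate, 5 min, RT) is measured via a resazurin/diaphorase fluorescence readout of residual NADH.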
D1 agonist – Allosteric Agonists of the Human D1 Dopamine Receptor: qHTS. activation, % at 2 µM. AID 504660, 2011. 360,000 compounds, 1% hits. HEK293 T-REx D1 cells, calcium flux, agonist mode. D(1A) dopamine receptor (Homo sapiens), P21728; in the data active = activation above about 30%; also: 0% is about no effect
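Agonism was scored from calcium flux recorded over 180 s (1 read/s) after pintool compound addition, following a 10-cycle baseline. Cells were inducible force-coupled HEK293 TREx D1, plated overnight at 30 C and loaded with no-wash calcium dye.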
D2 potentiator – HTS Assay for Positive Allosteric Modulators of the Human D2 Dopamine Receptor: Primary Screen for Potentiators | D(2) dopamine receptor (Homo sapiens), P14416 | potentiation, % at 10 µM | HEK293 T-REx D2, calcium flux, EC20 dopamine potentiation | 340,000 compounds, 0.34% hits;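 active = potentiation over 3 SD above the plate norm, cut at about 30% in these data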; also: 0% is about no effect
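Potentiation of an EC20 dopamine calcium response measured kinetically over 180 s, after a preceding 180 s compound-only read flagging agonists. Cells: inducible Hek293 Trex D2 line, 4000/well, cultured overnight at 30 C before dye loading.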
Active calls of the source: *; ? = inconclusive; / = no result given; & = joins results of further samples. Unless noted, calls follow the shape of the dose curve; as a rule, active = well fitted curve in the direction sought with a large enough effect; inconclusive = small, poorly fitted or top-dose-only effect, or another doubt; inactive = no such curve, though single readings can be large; an effect the other way counts as inactive or inconclusive.

Values run as follows: D1 PAM, Glioma ERSR ind, Vif-A3G inh, D1 antag, RXFP1 agonist, Vif-A3F inh, LDHA block, D1 agonist, D2 potentiator
CCN(C[C@H]1N[C@@](C)(C(=O)OC)[C@H]2C(=O)N(Cc3ccccc3)C(=O)[C@@H]12)C(=O)COC
→ /, -4%, 0%, /, /, 1%, -3, /, /
CCn1nc(C(=O)OCC(=O)NCC(C)C)c2ccccc2c1=O
→ 3, 7%, -1%, 6, 5.8%, 1%, 10&-6, 1, -1
CCc1nnc(NC(=O)CCC2CCCCC2)s1
→ /, 5%, -2%, /, /, 0%, 0, /, /
Cc1ccc(CN(C(=O)Nc2cccc(Cl)c2)c2ccccn2)cc1
→ -1, 0%, -9%, -2, -0.5%, 1%, -4, 1, -15
CCCCn1c(N)c(-c2nc3ccccc3s2)c2c([N+](=O)[O-])nn(CC)c(=O)c21
→ -4, 0%, -1%, /, 0.5%, 3%, -8, 1, 0
CC(=O)N1CCN(C(=O)c2ccc(S(=O)(=O)Nc3ccccc3Cl)cc2)CC1
→ 3, 6%, 0%, -9, 0.9%, 1%, -4, 1, 4
Cc1onc(-c2ccccc2Cl)c1C(=O)NCc1nnnn1-c1ccc(F)c(F)c1
→ /, -2%, -1%, /, /, -5%, -10, /, /
FC(F)(F)c1cccc(-c2nc3nc(Cl)c(Cl)nc3[nH]2)c1
→ -8, 3%&-3%, ?, -35*, 21%, 1%, -6&-1, 33*, 17
CCCN1CNc2c(c(=O)[nH]c(=S)n2CCc2ccccc2)C1
→ -14, -3%, 0%, -5, 23%, 8%, -11, 4, /
CC(C)=C1C(=O)NN(c2cccc(Cl)c2)C1=O
→ -7, -2%, -1%, -11, -0.4%, -15%, -1, 1, 4
c1ccc2c(OCCCCN3CCCC3)cccc2c1
→ -6, -2%, 9%, 4, 1.4%, -3%, -2, 11, /
CCOc1ccccc1N1CC(C(=O)NC2CCCCCC2)CC1=O (centres undefined)
→ /, -1%, 0%, /, /, 4%, 3, /, /
Nn1c(SCC(=O)Nc2c(F)cc(F)cc2Br)nnc1C1CCCCC1
→ 0, -3%, 1%, -18, 0.3%, ?, -1, -1, 0
CCOC(=O)c1csc(NC(=O)C2=COCCO2)n1
→ -6, -8%, -10%, -15, 0.4%, 4%, 2, 2, 15
Cc1oc(-c2cccs2)nc1CS(=O)CC(=O)NC1CCCCCC1 (centres undefined)
→ -2, -1%, 2%, -13, -0.1%, -3%, 2, 0, -13
Cc1ccc(CNC(=O)COc2ccccc2-c2ccccc2)cc1
→ -7, -3%, 1%, -22, 2.4%, -20%, -1, 9, -7
Cc1ccc(CCNC(=O)Cn2nc(C)c3c(C)n(-c4ccc(C)cc4)nc3c2=O)cc1
→ 0, 0%, 4%, -17, 3.8%, 5%, -22, 3, /
O=C(/C=C/c1ccco1)Nc1cccnc1
→ -1, 0%, -7%, 20, -0.3%, 0%, -3, 1, 17
Cc1sc2ncn(CC(=O)N3CCN(c4ccccn4)CC3)c(=O)c2c1S(=O)(=O)N1CCCCC1
→ -3, -3%, 1%, 2, 0.2%, -1%, -3, 2, -6
C=CCOc1c(CNn2nnnc2N)cccc1OC
→ 3, 4%, -2%, 15, 0.5%, -1%, -2, 1, 7
CCOC(=O)c1ccccc1NC(=O)Cn1ccn2nc(-c3ccc(OCC)cc3)cc2c1=O
→ 0, /, /, -10, -0.3%, /, -5, 0, 11
O=C1C(F)=CC(COC(c2ccccc2)(c2ccccc2)c2ccccc2)OC1n1cc(F)c(=O)[nH]c1=O (centres undefined)
→ /, -14%, -13%, /, /, 10%, -3, /, /
CC1CC(C)CN(c2cc3c(cc2[N+](=O)[O-])C(=O)N(c2ccccc2)C3=O)C1 (centres undefined)
→ 4, -3%, 0%, 4, 0.7%, -3%, -6, 2, -2
O=C(Nc1ccc(Cl)c(Cl)c1)OCc1cncs1
→ -3, -4%, -7%, -8, -0.7%, -2%, -1, 8, -5
COc1ccc(-c2noc(CCc3ccccc3)n2)cc1
→ 0, 3%, -5%, 6, -0.6%, -1%, -7, 0, 8
Cc1cccc(NC(=O)c2cccc(N3CCCS3(=O)=O)c2)c1
→ 1, -3%, -3%, 3, 0.1%, -2%, 3, 3, -3
CCOc1cc(C=O)ccc1OCC(N)=O
→ -4, -5%, 0%, 7, 0.8%, 3%, 0, 2, -6
O=C(NCCN1CCOCC1)c1cccn2c(=O)c3c4c(sc3nc12)CCCC4
→ -3, /, /, 3, 1.9%, /, /, 0, -4
CCN(c1ccccc1)S(=O)(=O)c1ccc(OC)c(NC(=O)CNC)c1
→ -4, -2%, -13%, 6, -1.6%, 3%, -21, 3, -6
COc1ccc([C@H]2CC(=O)C=C(c3ccnc4ccc(Cl)cc34)C2)cc1
→ -3, -2%, -21%, /, 1.0%, 0%, 2, 5, 12
CC1(C)CC(NC(=O)c2ccc(-c3ccc([N+](=O)[O-])cc3)o2)CC(C)(C)N1
→ -5, 0%, 0%, 6, 4.9%, -5%, -1, 2, -4
O=C(NCc1cccc(Br)c1)C1CC2Cn3c(nc4ccccc43)C2N1c1ccccc1 (centres undefined)
→ /, -5%, -1%, /, /, 0%, 1, /, /
Clc1cc(Br)ccc1OCCCn1ccnc1
→ -2, 0%, -7%, 3, 0.0%, -8%, -13, 2, 15
CCCCOc1ccc(C(=O)N(C)CC(=O)Nc2ccc(C)cc2)cc1
→ 8, -8%, -2%, -2, 1.3%, 1%, -13, 0, 0
CC(=O)N(Cc1nc2sc(C)c(C)c2c(=O)[nH]1)C1CCCC1
→ -1, -3%, 1%, 8, 2.3%, -6%, -1, 8, 12
Cc1c(Cl)cccc1-n1ccnc1SCC(=O)O
→ 1, -1%, 2%, 12, 0.5%, -19%, -10, 2, -2
CCOC(=O)N1CCC(c2nc3ccccc3[nH]2)CC1
→ 4, 0%, 5%, -2, -0.3%, -7%, -1, 1, 18
COc1ccccc1N(CC(=O)Nc1ccc(C(F)(F)F)cc1)S(C)(=O)=O
→ -4, -7%, 0%, -1, -1.6%, 2%, 5, 0, /
CCN1CCN(c2ccc(S(=O)(=O)N3CCCCC3)cc2NC(=O)c2ccc(OC(F)F)cc2)CC1
→ -4, -1%, 1%, -4, -1.4%, 3%, -7, 10, 16
COc1ccc(Cl)cc1N(C)C(=O)c1ccc2c(=O)n3c(nc2c1)CCCCC3
→ -2, /, /, -19, -0.6%, /, 2, -2, /
CN1CCC(=NNC(=O)c2ccc(N(Cc3ccccc3Cl)S(C)(=O)=O)cc2)CC1
→ -9, 0%, 0%, -2, -1.0%, -2%, -3, 4, -8
CCCCC(OC(=O)CNC(=O)c1ccccc1)C(=O)Nc1cc(C(F)(F)F)ccc1Cl (centres undefined)
→ -6, /, /, 6, /, /, -7, 9, /
CCOC(=O)c1c(C)oc2nc(C)nc(NCC3CCN(Cc4ccc(F)cc4)CC3)c12
→ 6, -1%, -5%, 15, -5.7%, -8%, -4, 0, -11
COC(=O)Cc1c(C)c2ccc(OCC(=O)N3CCC(C)CC3)c(C)c2oc1=O
→ -3, -4%, -2%, -21, 4.1%, 1%, -7, 5, -5
COCCN(CC(=O)Nc1cccc(C)c1C)C(=O)c1oc2ccccc2c1C
→ /, -1%, -8%, /, /, -3%, -3, /, /
O=C(Nc1ccccc1OC(F)F)c1ccc(-n2cncn2)c([N+](=O)[O-])c1
→ -5, -4%, 0%, 4, -1.5%, 2%, -2, 3, -4
O=C(CN1CCN(S(=O)(=O)c2ccc(Br)cc2)CC1)Nc1ccccc1C(=O)c1ccccc1
→ 0, 0%, 1%, 9, 0.4%, 0%, -5, 3, 21
COc1ccc2[nH]c3c(c2c1)CCN1C(=O)C(CC(=O)NCCCn2ccnc2)C[C@H](C(=O)N2CCOCC2)[C@@]31C (some centres undefined)
→ /, -3%, 2%, /, /, -2%, -6, /, /
CCN(CC)CCCN=Cc1c(O)n(Cc2ccccc2)c(=O)c2ccccc12
→ -3, -3%, 1%, -1, 0.1%, -2%, 5, 8, 2
CCc1nnc(N/N=C/c2c(F)cccc2Cl)n1N
→ -5, 3%, 0%, 2, 1.4%, 4%, 19, 1, -2

Next structures.
Values run as follows: D1 PAM, Glioma ERSR ind, Vif-A3G inh, D1 antag, RXFP1 agonist, Vif-A3F inh, LDHA block, D1 agonist, D2 potentiator
CCc1ccc(CNCc2ccc(F)cc2)cc1
→ 5, -1%, 0%, 1, 1.1%, -4%, 2, 19, -26
O=C(c1ccc(Cl)c(Cl)c1)N1CCOCC1
→ -4, -1%, 1%, -12, -0.3%, 2%, -2, 1, -7
CCN(C(=O)CN1C(=O)c2ccccc2S1(=O)=O)C1CCCCC1
→ -1, 0%, 2%, -16, -0.3%, -6%, -6, 3, -10
O=C(CSc1ccccn1)N1CCN(c2cccc(Cl)c2)CC1
→ -4, -3%, 1%, /, -0.4%, -10%, -3, 6, 24
CCOC(=O)C1C(=O)C=C(c2ccc(C)cc2)CC1c1ccco1 (centres undefined)
→ -3, -3%, 0%, 8, -2.4%, -3%, -3, 3, 2
N#Cc1nc(-c2ccccc2F)oc1N1CCN(C(=O)c2ccco2)CC1
→ 0, -2%, -5%, 2, 9.9%, 5%, 0&-8, 0, -6
CCOc1ccccc1OCC(=O)NNC(=O)Cn1cnc2c1c(=O)n(C)c(=O)n2C
→ -7, -3%, 5%, -15, 22µM*, 1%, 0, 6, 13
O=C(CCN1C(=O)c2cccc3cccc(c23)C1=O)NC1CCS(=O)(=O)C1 (centres undefined)
→ 1, 2%, 1%, 3, 17%, -9%, -6, 1, 8
CN(C)c1nc(-c2ccccc2)nnc1C(F)(F)F
→ -4, 0%, -2%, 6, 1.3%, 8%, 0, 1, -5
Cc1ccc(C2(c3ccccc3)NC(=O)N(CC(=O)NC3CCS(=O)(=O)C3)C2=O)cc1C (centres undefined)
→ /, 0%, 0%, -23, -1.2%, -16%, -4, 3, 0

Screens from PubChem BioAssay.

This is a subset; count on the stated rates, not on these rows.
